Source: PubChem (Augusta University)
HT1080 EIF4E-luc2 – inhibitors of EIF4E gene expression, primary screen, cell-based, HT1080, luciferase reporter (AID 1224817). 2,000 tested, 1% active. HT1080 EIF4E-luc2 knock-in reporter, luciferase, 16 h; active compounds read low. log2 luciferase activity ratio at 2.5 µM;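 active = log2 luciferase ratio at or below -0.5849, meaning signal at two thirds of solvent-only control or lower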;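 also: luciferase reports endogenous eIF4E expression since it is co-expressed from the native EIF4E locus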
* marks the source's active call; other numbers are inactive results; & = joins results of further samples.

SMILES	HT1080 EIF4E-luc2
c1cc(CCN2CCCCC2)ccn1	-0.2
Cc1ccc(C2(c3ccc(C)c(O)c3C)CCN(C)CC2)c(C)c1O	0.15
O=S(=O)(Nc1nccs1)c1ccc([As](=O)(O)O)cc1	0.48
NC(=O)c1ccc(C(=O)Nc2ccc([As](=O)(O)O)cc2)cc1	0.29
NC1(P(=O)(O)O)CCCCC1	0.17
O=C(O)Cc1ccc([N+](=O)[O-])cc1[N+](=O)[O-]	-0.27
CN1CCc2cc3c(cc2[C@H]1[C@@H]1OC(=O)c2c1ccc1c2OCO1)OCO3	0.19
O=C(O)CC1OCC=C2CN3CCC45c6ccccc6NC4C1C2CC35 (centres undefined)	0.065
Cc1ccc(S(=O)(=O)OC2CN3CCC2CC3)cc1 (centres undefined)	0.047
C[C@H]1[C@H](C)N1CC(O)Cn1ccnc1[N+](=O)[O-] (some centres undefined)	-0.18
Nc1ccccc1O.O.O=C(O)C1[O][Sb][O]C1C(=O)O (centres undefined)	0.61
NC(Cc1ccccc1)c1nn[nH]n1 (centres undefined)	-0.06

Overlap with the part before: 6 entries, then new ones.
SMILES	HT1080 EIF4E-luc2
CN1CCc2cc3c(cc2[C@H]1[C@@H]1OC(=O)c2c1ccc1c2OCO1)OCO3	0.19
O=C(O)CC1OCC=C2CN3CCC45c6ccccc6NC4C1C2CC35 (centres undefined)	0.065
Cc1ccc(S(=O)(=O)OC2CN3CCC2CC3)cc1 (centres undefined)	0.047
C[C@H]1[C@H](C)N1CC(O)Cn1ccnc1[N+](=O)[O-] (some centres undefined)	-0.18
Nc1ccccc1O.O.O=C(O)C1[O][Sb][O]C1C(=O)O (centres undefined)	0.61
NC(Cc1ccccc1)c1nn[nH]n1 (centres undefined)	-0.06
O=S(=O)(O)C1CCC(O)C2[N-]CCCC21.O=S(=O)(O)C1CCC(O)C2[N-]CCCC21.[Zn+2] (centres undefined)	0.087
c1nc(N2CC2)c2cnn(C3CCCCO3)c2n1 (centres undefined)	-0.065
c1cncc(CNCCN2CCNCC2)c1	-0.19
Cc1c([C@H](C)[C@@H]2NC[C@@H](C)C[C@H]2O)ccc2c1C[C@H]1[C@H]2CC=C2C[C@@H](O)CC[C@@]21C	-0.24
C[N+]1([O-])[C@H]2CC(OC(=O)[C@H](CO)c3ccccc3)C[C@H]1[C@H]1O[C@H]12 (some centres undefined)	-0.28
S=P(C1CCCCC1)(C1CCCCC1)C(c1cccnc1)N1CCCC1 (centres undefined)	-0.086
c1ccc(CCN2CCCCCC2)nc1	0.33
COC(=O)c1c(C)ccc2c(O)c3c(cc12)C(=O)c1c2c(cc(O)c1C3=O)C1(C)OC(C)(O2)C(O)C(N(C)C)C1O (centres undefined)	-0.086
COC(=O)C1C(=O)C(C(=O)OC)C2CCC1N2C (centres undefined)	0.0003
CCCCCC(O)C1C(=O)OC(C)C(O)/C=C/C=C/C=C/C=C/C=C(\C)C(O)C(O)C(O)CC(O)CC(O)CC(O)CC(O)CC1O (centres undefined)	-0.29
CCNC(C)(C)C(SS)c1ccc(Br)cc1 (centres undefined)	-0.07
COc1cc2c(cc1OC)C13CCN4C=C5CCOC6CC(=O)N2C1C6C5CC43 (centres undefined)	0.18&0.12
COC1CC(CC2CCC(C)C(C(C)C(=O)O)O2)OC2(OC(C)(C3CCC(C)(C4OC(C5OC(O)(CO)C(C)CC5C)CC4C)O3)CC2C)C1C (centres undefined)	0.046

Already shown: an excerpt of the list.
SMILES	HT1080 EIF4E-luc2
COC(=O)C1C(=O)C(C(=O)OC)C2CCC1N2C (centres undefined)	0.0003
CCCCCC(O)C1C(=O)OC(C)C(O)/C=C/C=C/C=C/C=C/C=C(\C)C(O)C(O)C(O)CC(O)CC(O)CC(O)CC(O)CC1O (centres undefined)	-0.29
CCNC(C)(C)C(SS)c1ccc(Br)cc1 (centres undefined)	-0.07
COc1cc2c(cc1OC)C13CCN4C=C5CCOC6CC(=O)N2C1C6C5CC43 (centres undefined)	0.18&0.12
COC1CC(CC2CCC(C)C(C(C)C(=O)O)O2)OC2(OC(C)(C3CCC(C)(C4OC(C5OC(O)(CO)C(C)CC5C)CC4C)O3)CC2C)C1C (centres undefined)	0.046

An excerpt; the hit share may differ from the screen's.
